Screens as filed in PubChem.
GSK3A inh – human GSK-3 alpha kinase inhibition | P49840 | ADP-Glo luminescence, 60 min | inhibition, % at 10 µM | 320,000 tested, 0.1% active | AID 2650;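 in the data active means inhibition above about 50%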;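 further: GST-tagged GSK-3 alpha with peptide substrate and 25 µM ATP; 0% = DMSO neutral wells and 100% = GW8510 positive control wells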
Target sequence (P49840 whole entry, looked up): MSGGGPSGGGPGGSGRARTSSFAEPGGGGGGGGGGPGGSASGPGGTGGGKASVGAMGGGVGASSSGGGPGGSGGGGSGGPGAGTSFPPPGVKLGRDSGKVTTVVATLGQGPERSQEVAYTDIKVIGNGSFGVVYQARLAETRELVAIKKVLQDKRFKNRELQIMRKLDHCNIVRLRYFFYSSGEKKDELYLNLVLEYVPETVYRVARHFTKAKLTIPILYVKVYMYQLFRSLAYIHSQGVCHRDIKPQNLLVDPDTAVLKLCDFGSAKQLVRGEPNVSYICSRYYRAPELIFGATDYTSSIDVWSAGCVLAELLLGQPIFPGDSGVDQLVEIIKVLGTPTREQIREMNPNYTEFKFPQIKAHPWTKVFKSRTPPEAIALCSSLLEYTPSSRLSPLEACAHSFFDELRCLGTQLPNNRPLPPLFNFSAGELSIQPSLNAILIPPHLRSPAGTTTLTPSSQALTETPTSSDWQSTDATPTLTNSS
HSP90 inh – inhibitors of HSP90 luciferase refolding in rabbit reticulocyte lysate; luciferase refolding luminescence, 3 h; inhibition, % at 5.6 µM; 290,000 tested, 0.91% active;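 active means inhibition above the screen-wide mean plus 3 SD, computed separately per campaign, cut at about 16% in these data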;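 further: 0% = DMSO wells and 100% = 60 µM geldanamycin wells; inhibitors lower the luminescence because luciferase stays unfolded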
IEC-6 tox – kills IEC-6 intestinal cells in KLF5 counter-screen; IEC-6 cytotoxicity, luminescence viability; inhibition, % at 5 µM; 290,000 tested, 0.78% active; AID 1825; in the data active means inhibition above about 22%;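 further: 0% = plate median of test compound wells and 100% = cytotoxic reference compound wells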
Platelet DG rel – platelet dense granule release activity; inhibition, %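 (compounds screened at 7.5 µM in platelet-rich plasma)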; human platelet-rich plasma, SFLLRN dense granule ATP release, luminescence; 300,000 tested, 0.22% active;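 active means mean replicate score, as percent of positive control, at or above 50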
Dyrk1A ADPGlo – inhibitors of rat Dyrk1A kinase. ADP-Glo luminescence, NFATc1 peptide. 310,000 tested, 0.43% active. inhibition, % at 12.5 µM; in the data active means inhibition above about 50%;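 further: plate controls were vehicle with enzyme for no effect and no enzyme for full effect; many of its hits are not listed in these tables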
HSF1 activator – increases HSF-1 driven luciferase reporter signal; NIH3T3-HGL HSF-1 luciferase reporter, MG132, 8 h; 100% = twice DMSO control signal; activation, % at 9 µM; 300,000 tested, 1.7% active;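 active means mean replicate activation of at least 50% with a set share of replicates each reaching 50%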;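 further: 0% = median of the neutral control wells and 100% = twice that signal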
GSK3B inh – inhibitors of human GSK3beta kinase. 300,000 tested, 0.038% active. GST-GSK3beta kinase, ADP-Glo luminescence, 60 min; active compounds read low. AID 2097. P49841. activity score (negative = inhibition), % at 10 µM;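 active means more than half of replicate wells score below -50%, meaning over 50% inhibition versus plate controls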;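 further: 0% = median DMSO wells and -100% = median GW8510 positive control wells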
Target sequence (P49841 whole entry, looked up): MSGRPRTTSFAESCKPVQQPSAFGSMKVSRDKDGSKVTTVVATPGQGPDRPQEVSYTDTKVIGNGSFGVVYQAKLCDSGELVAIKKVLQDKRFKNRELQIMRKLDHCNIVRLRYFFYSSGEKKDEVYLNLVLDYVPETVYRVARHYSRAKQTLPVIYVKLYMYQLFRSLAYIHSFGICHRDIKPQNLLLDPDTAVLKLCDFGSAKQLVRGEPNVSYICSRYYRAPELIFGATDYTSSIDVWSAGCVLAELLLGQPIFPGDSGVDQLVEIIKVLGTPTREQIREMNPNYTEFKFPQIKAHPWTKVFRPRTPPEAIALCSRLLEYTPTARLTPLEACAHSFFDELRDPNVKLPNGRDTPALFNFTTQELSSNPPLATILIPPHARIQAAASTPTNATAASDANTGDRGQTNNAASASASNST
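Test system – GST-tagged human GSK3beta kinase, cell-free · Incubation – 60 min enzyme reaction, room temperature · Signal – ADP-Glo luminescence · Also added – peptide substrate and ATP at 25 µM · Controls – DMSO neutral wells and GW8510 at 20 µM as positive · Buffer or medium – Tris/MgCl2 kinase buffer · Measure – Luminescence-derived activity versus plate DMSO and GW8510 wells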
HSF1 inhib – HSF1 inhibition | NIH3T3-HGL HSE-luciferase, MG132-induced, luminescence 8 h; active compounds read low | activity change, negative = inhibition, % at 7.5 µM (by protocol) | 300,000 tested, 0.77% active | AID 2098;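 active means more than half of replicate wells show activity change below -50%, luminescence cut by over half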;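 further: luciferase reports HSF-1 transcriptional activity via heat shock element; 0% = median of DMSO wells and -100% = zero luminescence signal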
aSyn UTR inh – MLPCN primary screen, SNCA 5' untranslated region; alpha-synuclein 5'UTR reporter, inhibitor activity; inhibition, % (tested at 7.5 µM); 300,000 tested, 0.82% active; in the data active means inhibition above about 60%;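 further: H4 neuroglioblastoma cells stably carrying SNCA 5'UTR luciferase fusion; 0% = DMSO wells and 100% = positive control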
KLF5 inhibitor – suppresses KLF5 promoter-driven expression; DLD-1 KLF5 promoter-luciferase reporter, luminescence; inhibition, % at 5 µM; 290,000 tested, 0.23% active; AID 1700;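 active means inhibition above a per-plate limit of that plate's mean compound inhibition plus 3 SD, cut at about 60% in these data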;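 further: 0% = DMSO wells and 100% = LY294002 at 200 µM; higher means less KLF5 promoter-driven luciferase light; inactives centre near -14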
Starred values were filed as active, the others as inactive; x = not tested or not shown; & = joins results of further samples. These rows are one share of the data, so the mix of outcomes need not match the whole.

entry	compound	GSK3A inh	HSP90 inh	IEC-6 tox	Platelet DG rel	Dyrk1A ADPGlo	HSF1 activator	GSK3B inh	HSF1 inhib	aSyn UTR inh	KLF5 inhibitor
1	N#CC(C(=O)NC1CCCCC1)=C1CCCCC1	-1.9	-4.1	-8.8	1.0	3.1	-11.5	-2.9	-0.9	-9.0	-3.8
2	CC(=O)NCCC(=O)N1CCc2c([nH]c3ccccc23)C1c1cccc(Cl)c1 (centres undefined)	0.5	2.2	7.0	0.2	2.2	5.6	-1.9	-3.1	-2.5	8.8
3	CNC(=O)NC(=S)NC(=O)c1ccccc1Cl	-3.1	-0.8	-1.6	-1.3	0.4	-80.3	1.0	-75.6*	3.2	-5.2
4	CC1CCN(C(=O)COC(=O)c2cccc(NS(=O)(=O)c3ccccc3)c2)CC1	1.1	x	x	2.8	-4.6	11.8	-2.8	9.1	-3.6	x
5	CCOC(=O)c1cc2cc3ccccc3cc2[nH]1	-5.5	-4.1	4.9	-13.5	2.3	x	-1.0	x	-299.7	-118.9
6	CC(=O)c1cccc(NC(=O)CCC(=O)c2ccc(F)cc2)c1	x	-2.1	4.0	-6.7	2.2	28.6	0.4	6.6	-13.6	-12.6
7	CCOc1cccnc1Sc1ccccc1	-0.5	x	x	-7.0	-1.0	15.6	1.9	-1.2	5.1	x
8	O=C(c1cccc(-c2nnc(-c3ccccc3)o2)c1)N1CCCCCC1	-2.9	0.9	-2.1	5.6	4.9	8.2	3.5	21.8	-57.0	-91.5

Carrying on:
entry	compound	GSK3A inh	HSP90 inh	IEC-6 tox	Platelet DG rel	Dyrk1A ADPGlo	HSF1 activator	GSK3B inh	HSF1 inhib	aSyn UTR inh	KLF5 inhibitor
9	CCC(=O)N1c2ccc(S(=O)(=O)CCC(=O)NCc3cccs3)cc2CC1C (centres undefined)	-1.1	-1.0	-2.1	3.5	-4.4	-18.2	1.4	-2.9	-15.8	-15.0
10	CC(C)CCNC(=O)C1CCCN(S(=O)(=O)c2ccc(-n3cnnn3)cc2)C1 (centres undefined)	-1.4	-3.1	-2.4	7.2	11.5	0.5	4.3	-5.9	9.0	-2.8
11	COc1ccc(/C=N/n2cnnc2)cc1COc1ccccn1	-1.5	-1.0	-0.8	-3.6	-6.5	4.9	0.3	3.0	4.9	-26.4
12	COc1cc2[nH]c(=S)nc(NCCC(C)C)c2cc1OC	-1.7	0.0	4.5	0.1	-3.1	4.5	1.5	0.9	-12.1	-7.9
13	COc1ccc(CNC[C@@H](CCCCN(C)Cc2ccc(OC)cc2)N2C[C@H](c3ccccc3)N(CCc3ccc(Cl)c(Cl)c3)C(=O)C2=O)cc1	3.6	17.5*	0.9	3.0	7.8	-4.4	2.6	8.1	92.2*	-7.2
14	CCOC(=O)C1=C(C)NC(SCC(N)=O)=C(C#N)C1c1ccncc1 (centres undefined)	2.3	0.5	-5.8	-1.9	-1.4&-6.1	5.6&1.3	1.1	5.6&-4.8	11.7	-16.3
15	O=C(N=Nc1c(O)[nH]c2ccc(F)cc12)C1COc2ccccc2O1 (centres undefined)	0.0	-2.8	-4.7	3.8	18.0	-12.5	-0.4	-11.5	3.8	-25.9
16	CN(C)C(CNC(=O)c1ccc2ccccc2c1)c1ccco1 (centres undefined)	-3.3	1.3	4.8	-5.5	10.2	-0.9	-26.7	5.2	-61.9	-48.8

Three entries out of the list above, ordered by the value under HSF1 inhib, largest number first:
cpd	SMILES	HSF1 inhib
11	COc1ccc(/C=N/n2cnnc2)cc1COc1ccccn1	3.0
9	CCC(=O)N1c2ccc(S(=O)(=O)CCC(=O)NCc3cccs3)cc2CC1C (centres undefined)	-2.9
10	CC(C)CCNC(=O)C1CCCN(S(=O)(=O)c2ccc(-n3cnnn3)cc2)C1 (centres undefined)	-5.9

Remaining list, next part
entry	compound	GSK3A inh	HSP90 inh	IEC-6 tox	Platelet DG rel	Dyrk1A ADPGlo	HSF1 activator	GSK3B inh	HSF1 inhib	aSyn UTR inh	KLF5 inhibitor
17	CCc1nnc(NS(=O)(=O)c2ccc(NC(=O)OC)cc2)s1	-1.4	-1.8	1.2	-6.0	3.4	-7.6	-1.2	0.5	-5.4	-6.0
18	Cc1ccc(C)n1-c1ccc2c(c1)COC2=O	0.3	-3.0	-4.4	-9.8	x	-1.1	-2.4	-2.3	-21.0	-13.7
19	Cc1ccc(-c2cc3nc4c(c(=O)n3[nH]2)CCCC4)cc1	-2.4	1.0	1.4	9.5	5.6	20.9	0.2	7.7	-1.6	-152.3
20	CCCC(=O)Nc1nnc(SCC(=O)Nc2ccc3c(c2)OCCO3)s1	-9.1	-3.5	3.6	2.4	x	-38.2	1.8	-24.3	16.2	-18.4
21	CCCCCCCNC(=O)C1(CC2CC(c3ccc(Cl)cc3)=NO2)CCN(C(=O)Cc2ccc(F)cc2)CC1 (centres undefined)	-4.4	-0.7	2.3	-2.7	12.3	-0.2	-3.6	3.7	4.3	-3.9
22	CCOC(=O)c1c(/N=C/c2ccc(OC)cc2O)sc2c1CCN(C)C2	-0.3	0.5	-1.7	3.3	-0.3	-4.4	-3.2	-2.1	-12.0	-21.1
23	CCc1cc2ccccc2nc1SCC(=O)Nc1cc(OC)c(OC)cc1C(=O)O	-2.1	3.4	4.1	-1.5	-3.5	-14.1	5.5	-2.9	3.8	-7.4
24	COC(=O)c1ccc([N+](=O)[O-])cc1N1C(=O)C2C3CCC(C3)C2C1=O (centres undefined)	0.3	1.0	-3.1	-0.4	0.6	6.9	-3.6	-11.6	-7.7	0.2

Continuation:
entry	compound	GSK3A inh	HSP90 inh	IEC-6 tox	Platelet DG rel	Dyrk1A ADPGlo	HSF1 activator	GSK3B inh	HSF1 inhib	aSyn UTR inh	KLF5 inhibitor
25	Cc1cc([N+](=O)[O-])ccc1NC(=O)CSc1nccc(=O)[nH]1	-0.6	3.6	0.0	-1.9	2.0	6.7	1.0	1.4	-19.1	-8.4
26	O=C(Nc1ccccc1)OCc1cc(-c2ccccc2Cl)on1	-1.6	-3.7	0.1	52.2*	3.9	41.6	3.8	29.7	-160.4	-34.7
27	CC(C)(C)c1cc(Cl)ccc1OCCOCCN1CCCC1	16.3	-2.8	4.0	-8.7	3.6	1.2	-8.0	2.9	-1.1	-54.7
28	O=C(O)CNC(=S)N(Cc1cccs1)C1CCCCC1	0.0	-6.5	-2.3	-3.8	-5.5	-4.5	-1.2	2.4	14.3	-19.5
29	Cc1cc(=O)oc2c(C)c(OC(C)C(=O)NCC(O)c3ccccc3)ccc12 (centres undefined)	1.7	-2.5	-0.8	1.1	-1.0	51.3*	0.7	15.2	9.2	-27.3
30	CC(=O)Nc1ccc(S(=O)(=O)N2CCN(c3cc(C)nc4ccccc34)CC2)cc1	5.9	-1.4	-1.5	-5.3	4.5	2.5	0.2	-5.6	-13.5	-1.9
31	O=C(N=Nc1ccc(NOC(=O)c2ccccc2Br)cc1)c1ccccc1O	1.9	0.9	-7.5	2.4	x	4.2	3.0	6.9	-37.5	-11.3
32	Cc1ccc(C2CC(c3ccccc3)=NN2C(=S)Nc2ccccc2)o1 (centres undefined)	x	2.4	-3.9	1.3	-1.6	x	0.7	x	-65.1	-90.2

Next structures
entry	compound	GSK3A inh	HSP90 inh	IEC-6 tox	Platelet DG rel	Dyrk1A ADPGlo	HSF1 activator	GSK3B inh	HSF1 inhib	aSyn UTR inh	KLF5 inhibitor
33	CC1Nc2nc(NC(=O)C(C)(C)C)[nH]c(=O)c2N(C)C1C (centres undefined)	-2.4	-3.0	0.0	-6.4	-5.7	0.2	0.6	-7.7	-0.4	-27.2
34	CN(/N=C/c1cc(Cl)ccc1O)C1=NS(=O)(=O)c2ccccc21	0.0	0.1	3.9	-6.6	x	9.0	-5.7	3.7	14.0	-4.0
35	O=C(CCCSc1nnc(-c2cccs2)n1CC1CCCO1)c1ccccc1 (centres undefined)	-0.9	0.2	-3.6	1.1	-2.1	15.8	-0.3	9.7	13.7	1.9
36	CC1(C)OC(=O)C(=CNc2cccc(C(=O)O)c2)C(=O)O1	-4.2	-0.5	-4.2	-9.4	-3.9	3.3	-2.3	-9.4	9.2	-38.5
37	C[C@@H]1CCCCCCCCCCC1=O	-1.8	-2.0	-2.3	0.7	-0.9	9.3	-1.6	-0.5	13.7	-35.2
38	CCOCCCNC(=O)c1ccc(N2CCCC2)c(NS(=O)(=O)c2ccc(C)cc2)c1	-2.2	0.8	-2.2	-1.8	3.7	-25.1	3.5	-23.0	-15.6	-23.1
39	Cc1ccccc1C(=O)N1CCc2cc(-c3csc(NC(=O)CN4CCCC4)n3)ccc21	-2.3	-0.6	1.1	-8.4	19.1	49.7	0.2	18.0	-98.8	-47.4
40	Cc1cc(C)c2oc(C(=O)Nc3ccc(S(=O)(=O)Nc4nccc(C)n4)cc3)cc(=O)c2c1	2.5	-4.3	-2.7	10.4	-0.2	-76.9	-2.0	-70.7*	21.3	-8.2

Other records:
entry	compound	GSK3A inh	HSP90 inh	IEC-6 tox	Platelet DG rel	Dyrk1A ADPGlo	HSF1 activator	GSK3B inh	HSF1 inhib	aSyn UTR inh	KLF5 inhibitor
41	Cc1ccc(CN(CC2CCCO2)C(=O)CN2C(=O)C(C(C)C)Oc3ccccc32)o1 (centres undefined)	x	4.4	2.2	0.0	0.2	2.6	1.3	11.6	27.3	-27.8
42	Cc1onc(-c2ccccc2Cl)c1C(=O)Nc1ccc(S(=O)(=O)N2CCCC2)cc1	-3.9	0.1	4.8	19.5	2.8	8.7	1.5	-3.5	4.0	-7.0
43	CCCCNC(=O)Nc1ccon1	-1.1	6.2	-0.1	-0.5	4.8	-15.9	1.1	1.4	0.6	-52.8
44	CC1CC(C)CN(C(=O)CSCC(=O)O)C1 (centres undefined)	1.3	2.8	2.9	-6.1	-10.6	-7.0	1.4	-2.2	-18.3	3.1
45	COc1ccccc1N1CCN(C(c2ccc(N(C)C)cc2)c2nnnn2CCc2ccccc2)CC1 (centres undefined)	-20.5	-2.5	-1.9	1.2	-1.5	-78.5	1.7	-72.3*	-5.5	-33.3
46	Cc1ccc(S(=O)(=O)c2nc(-c3ccccc3Cl)oc2N(C)C)cc1	-2.6	-1.4	24.4*	2.3	-1.5	1.9	0.1	-6.2	14.2	5.7
47	O=S(=O)(c1ccc(Cl)cc1)N1CCN2CCCC2C1 (centres undefined)	-0.3	1.3	-3.8	5.4	-1.2	-3.0	-4.1	3.1	2.4	-9.9
48	Cc1cc(C(=O)N/N=C/c2ccc3ccccc3c2)n[nH]1	x	35.5*	14.8	x	11.4	x	1.0	x	x	-79.1
49	C/C(=N\NC(=O)COc1ccc2ccccc2c1)c1cccs1	1.2	1.3	-2.3	10.0	0.5	1.4	-3.4	-5.3	-21.5	-20.2
50	Cc1ccc(NC(=O)c2ccc(CN3CC(=O)N4CCCCC4C3=O)cc2)c(C)c1 (centres undefined)	1.8	-3.3	-1.9	-1.8	-9.0	4.0	1.7	0.1	-11.5	-16.8
